TDP1 cell noCPT: qHTS for Inhibitors of human tyrosyl-DNA phosphodiesterase 1 (TDP1): qHTS in cells in absence of CPT | DT40 Tdp1-/- hTDP1 cells, no CPT, ATP luminescence, 48 h | Potency, µM (doses to about 46.2 µM), for inactives: at the highest dose activity change, negative = growth inhibition, actives largely listed as inhibitors | hit rate 15% among 420,000 | AID 686978, 2013; also: nearly all actives have a fitted effect of over 55% in size
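Readout: luminescence from CellTiter-Glo after 30 min in the dark at RT. Cells: DT40 Tdp1-/- with stable hTDP1, 400/well. Exposure: compounds alone, ≥48 hr, 37 °C.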
KAT2A inh: qHTS Assay for Inhibitors of GCN5L2; Histone acetyltransferase KAT2A (Homo sapiens), Q92830; GCN5L2 HAT assay, ThioGlo1 CoA-SH fluorescence; Potency, µM (titrated, usually from 58.9 µM), for the others: at the highest dose activity change, negative = inhibition, most hits filed as inhibitors; hit rate 0.21% among 390,000
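qHTS, 1536-well. 20nM enzyme, pH 7.5 HEPES/EDTA/Tween-20 buffer; 15 min compound preinc., RT. Start: 75uM H3(1-25), 70uM AcCoA, 50uM ThioGlo1. Read Ex340/Em540 at t=0 (autofluorescence flag) and t=20 min.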
TDP1 inh: qHTS Assay for Inhibitors of Tyrosyl-DNA Phosphodiesterase (TDP1); recombinant TDP1, AlphaScreen DNA substrate cleavage; Potency, µM (highest dose often 130 µM), for the others: at the highest dose activity change, negative = inhibition, usual class: inhibitors; hit rate 0.28% among 350,000; also: nearly all actives have a fitted effect of over 40% in size
Target sequence (Q9NUW8 whole entry, looked up): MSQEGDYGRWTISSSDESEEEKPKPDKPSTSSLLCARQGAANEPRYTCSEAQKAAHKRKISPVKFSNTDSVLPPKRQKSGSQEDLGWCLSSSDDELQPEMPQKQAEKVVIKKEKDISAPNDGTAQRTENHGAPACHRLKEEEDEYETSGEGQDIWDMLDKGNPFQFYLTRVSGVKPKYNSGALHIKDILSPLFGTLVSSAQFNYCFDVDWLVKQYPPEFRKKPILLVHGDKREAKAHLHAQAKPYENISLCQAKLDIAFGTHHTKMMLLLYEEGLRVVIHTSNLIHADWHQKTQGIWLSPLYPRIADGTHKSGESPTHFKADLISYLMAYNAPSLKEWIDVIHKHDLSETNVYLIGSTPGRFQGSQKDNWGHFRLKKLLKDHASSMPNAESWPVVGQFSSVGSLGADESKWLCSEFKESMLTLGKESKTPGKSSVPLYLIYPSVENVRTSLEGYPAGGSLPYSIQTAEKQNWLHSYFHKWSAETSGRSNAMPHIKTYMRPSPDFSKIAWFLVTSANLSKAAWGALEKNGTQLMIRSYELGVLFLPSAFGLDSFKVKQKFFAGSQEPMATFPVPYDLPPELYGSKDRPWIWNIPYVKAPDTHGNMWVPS
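Steps: enzyme plus compound, 15 min RT; add biotin/phosphotyrosine-FITC oligonucleotide (15 nM final), react 5 min; add donor/acceptor beads (10 ug/ml final), 10 min; read AlphaScreen. Tdp1 at 1 nM final.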
The depositor's hits bear a star; ? = inconclusive; · = no result given; & = joins results of further samples; [ ] = another dose, or the depositor's remark. Calls follow the shape of the dose curve; as a rule, active = well fitted curve in the direction sought with a large enough effect; inconclusive = small, poorly fitted or top-dose-only effect, or another doubt; inactive = no such curve, though single readings can be large; an effect the other way counts as inactive or inconclusive. % is scaled to controls: 0 for no effect and ±100 for the full control effect; potency is read from the fitted curve at half-maximal effect. An excerpt. The share of hits here may be higher or lower than overall.

Results follow in this order: TDP1 cell noCPT | KAT2A inh | TDP1 inh
> O=C(O)c1ccccc1NC1CCCCC1NS(=O)(=O)c1ccccc1 (centres undefined)
  11% | ? | ·
> CCC1Oc2ccc(C)cc2N(CC(=O)N2CCOCC2)C1=O (centres undefined)
  -8% | 0% | 0%
> CCOC(=O)c1cc(NC(=O)N2CCCCC2)c(C)nc1C
  -12% | -2% | 1%
> C=CCNc1nc(-c2ccccc2)c(C(=O)OCC)cc1C#N
  10µM* | 0% | ·
> CCC(=O)N1c2ccccc2CC1C(=O)NCCN1CCN(c2cc(Cl)ccc2C)CC1 (centres undefined)
  ? | -18% | 9%
> Cc1nc2cnc(N3CCN(C)CC3)nc2n(C[C@H]2CCCO2)c1=O
  14% | -20% | ·
> COC(=O)c1ccc(COC(=O)c2ccc(N(C)C)cc2)cc1
  ? | -26% | 3%
> Cc1c(NC(=O)COc2cccc3c2OC(C)(C)C3)c(=O)n(-c2ccccc2)n1C
  13% | -3% | -3%
> CN1C(=O)OC(C)(C)C1=O
  1%[21.1 µM] | ? | 5%[56.1 µM]
> CN(C)CCCn1c(N)c(S(=O)(=O)c2ccccc2)c2nc3ccccc3nc21
  ? | -3% | 4%
> COc1ccccc1CNC(=O)CCNS(=O)(=O)/C=C/c1ccc(C)cc1
  -15% | -2% | 1%
> CCN(CC)c1ccc(CNc2ccc3c(c2)ncn3C(C)(C)C)cc1
  ? | 18% | ·
> Cc1nc(SCC(=O)NC2CC2)c2c(C)c(C)sc2n1
  ? | -1% | 6%
> CCCN(C(=O)CSc1nnc2ccccn12)C1CCS(=O)(=O)C1 (centres undefined)
  3% | -3% | 0%
> COC(=O)CCC(=O)NNC(=O)c1ccc(Cl)cc1Cl
  0% | 0% | 7%
> CCOC(=O)c1cc(C(=O)Nc2ccc(C)c(F)c2)nn1C
  0% | -6% | -2%
> COc1cc(C(=O)Nc2ccc(Nc3ccccc3)cc2)cc(OC)c1OC
  ? | -24% | 10%
> CCn1c(=S)sc2c(=O)n(CC(=O)Nc3ccc(OC)cc3)c(C)nc21
  8% | -7% | 6%
> O=C(CCc1ccccc1)OCC(=O)c1ccc([N+](=O)[O-])cc1
  ? | -10% | -1%
> Cc1ccc(-n2nc(C(=O)Nc3ccc(Br)cc3C)c(=O)n(C)c2=O)cc1
  -15% | -4% | 3%

Results follow in this order: TDP1 cell noCPT | KAT2A inh | TDP1 inh
> Cc1c(C(=O)N2CCN(c3ccccn3)CC2)oc2ccccc12
  ? | 1% | -1%
> COc1ccc(OC)c(NC(=O)C(=S)NC2CCCCC2)c1
  -24% | -12% | 5%
> CCOC(=O)c1cc(NC(=O)Nc2nc3ccccc3s2)c(C)nc1C
  ? | -3% | -2%
> COc1ccc(/C=C/C(=O)N(C(C)C)C(C)C)cc1Br
  13µM* | -10% | 3%
> CCC(C)c1ccccc1NC(=S)Nc1cccnc1 (centres undefined)
  -6% | -9% | 2%
> Fc1ccccc1/C=N/Nc1nc2ccccc2o1
  -2% | -16% | ·
> COc1cc2c(cc1OC)CN(CC(=O)NC(=O)NC1CCCCC1)CC2
  -13% | -2% | 1%
> COc1cccc(C(=O)Nc2ccccc2N2CCCC2)c1
  ? | -6% | 2%
> CSc1sc(C(=O)N2CCCCC2)c(-c2cccs2)c1C#N
  -24% | -5% | 3%
> CC(Oc1ccc(Cl)cc1Cl)c1nc(-c2ccccn2)no1 (centres undefined)
  ? | -5% | 0%
> O=C(Cn1c(=O)nc(-c2ccccc2)c2cc(Cl)ccc21)NCCc1ccccc1
  3% | 6% | 1%
> COc1ccc(OC)c(/C=C2\SC(=S)N(NS(=O)(=O)c3ccccc3)C2=O)c1
  -4% | -14% | ·
> COc1ccc(CCNC(=O)c2ccc(=O)[nH]c2)cc1OC
  2% | 22% | ·
> COc1cc(OC)cc(C(=O)Nn2cc(C(=O)N3CCN(C)CC3)c3ccccc3c2=O)c1
  -5% | -2% | 5%
> CN(C(=O)c1cnc2n(c1=O)CCS2)C1CCCCC1
  ? | -3% | 0%
> CC(C)C(=O)Nc1nnc(CCc2ccccc2)s1
  -10% | 16% | ·
> Cc1ccc(C)c(Nc2ccc3nonc3c2[N+](=O)[O-])c1
  15% | 6% | ·
> COc1ccc(/C=C/C(=O)OCC(=O)NC2CCCC2)cc1
  -24% | -5% | 1%
> CCOc1ccc(NC(=O)Nc2c(C)n(C)n(-c3ccccc3)c2=O)cc1
  2%&-8% | -22%&-8% | 2%[12.3 µM]
> CC1CCN(C(=O)CN2CC(C)Sc3ccccc32)CC1 (centres undefined)
  ? | 21% | 4%

Results follow in this order: TDP1 cell noCPT | KAT2A inh | TDP1 inh
> Cc1ccc(Nc2c(-c3ccccc3O)nc3ncccn23)cc1
  2% | 0% | 4%
> Cc1nn2c(-c3ccc(F)cc3)ccnc2c1Cl
  -21% | 0% | ·
> Brc1ccc(-c2nc3ccccc3s2)s1
  -29% | -2% | -4%
> Cc1c(C(=O)N2CCc3ccccc32)oc2ccccc12
  -58% | -6% | -8%
> COc1cccc(CN2CC(C(=O)NC3(c4ccccc4)CC3)CCC2=O)c1 (centres undefined)
  -2% | -2% | 2%
> CNC(=O)/C(C#N)=C/c1c(N2CCCCCC2)nc2ccccn2c1=O
  -8% | -14% | ·
> COc1cc2cc(CN(CCc3cccc(C)c3)C(=S)NCCCN(C)C)c(=O)[nH]c2cc1OC
  ? | -1% | 5%
> Cc1cc(N/C=C\C(=O)c2ccc(Cl)c(Cl)c2)no1
  -15% | 2% | -3%
> NS(=O)(=O)c1ccc(NC(=O)COC(=O)c2cnc(Cl)c(Cl)c2)cc1
  -19% | 2% | 3%
> Cc1ccccc1OC(C)C(=O)N1CCC(Cc2ccccc2)CC1 (centres undefined)
  ? | -2% | 1%
> O=C(CSc1ncn[nH]1)N1CCOCC1
  14% | 0% | 5%
> O=C(CN(CCc1ccccc1)C(=O)CNS(=O)(=O)c1ccccc1)NCc1ccco1
  -27% | -6% | 2%
> COc1ccc(-n2nnc(C(=O)Nc3ccccc3F)c2N)cc1
  -11% | -5% | 3%
> COc1cccc(OC)c1C(=O)Nc1ccc([N+](=O)[O-])cn1
  -5% | 0% | 0%
> O=C(O)C1CCCN1S(=O)(=O)c1cccc(S(=O)(=O)N2CCCC2C(=O)O)c1 (centres undefined)
  -8% | -6% | ·
> COc1ccc2cc(C(=O)NCCc3ccccc3)[nH]c2c1
  10% | 0% | ·
> O=C(NCc1ccccc1F)Nc1ccc([N+](=O)[O-])cc1
  26µM* | -13% | 0%
> COc1ccccc1NC(=O)c1ccccc1NS(C)(=O)=O
  15µM* | 2% | 2%
> CCOC1=NS(=O)(=O)c2ccccc21
  -6% | 16% | 0%
> COc1ccc(/C=C/C(=O)OCC(=O)NCCc2ccccc2)c(OC)c1
  21µM* | -4% | 1%

Results follow in this order: TDP1 cell noCPT | KAT2A inh | TDP1 inh
> CS(=O)(=O)c1nc(-c2ccccc2)c(-c2ccccc2)[nH]1
  -12% | -1% | -2%
> O=C(CC1Oc2ccccc2NC1=O)NC1CCCC1 (centres undefined)
  -3% | -2% | 4%
> CCOc1ccc(CCNC(=O)c2ccc3nc(N4CCOCC4)sc3c2)cc1OCC
  ? | 2% | -1%
> O=S(=O)(/C=C/c1ccccc1)NC1CCCCCC1
  ? | 9% | -3%
> COc1cc(-c2nc(S(=O)(=O)c3ccc(Cl)cc3)c(N(C)C)o2)cc(OC)c1OC
  -18% | -1% | 2%
> CCCCCCCCn1c(=O)c(C(=O)OCC)c(O)c2ccccc21
  ? | -4% | 3%
> CCOc1ccc(N2C(=O)Nc3ccc(Br)cc3C2(O)C(=O)NCCN(C)C)cc1 (centres undefined)
  1% | -1% | ·
> CC(=O)CC(c1ccc([N+](=O)[O-])cc1)c1c(O)c2ccccc2oc1=O (centres undefined)
  ? | -12% | 4%
> Cc1nn(-c2ccccc2)c(N)c1C(c1ccc(C(C)C)cc1)c1c(C)nn(-c2ccccc2)c1N
  ? | -12% | 6%
> Cc1ccc(S(=O)(=O)N2CCN(C3CC(=O)N(CCc4ccccc4)C3=O)CC2)cc1C (centres undefined)
  ? | -11% | 4%
> O=C(CSc1nc2ncc(Cl)cc2[nH]1)Nc1ccccc1-c1ccccc1
  ? | -11% | 2%
> COc1ccc(C(=O)/C=C/c2cccnc2)c(OC)c1
  18µM* | -12% | ·
> Cc1cc2oc(=O)cc(CN(C)Cc3cccc(F)c3)c2cc1Cl
  -16% | -5% | ·
> O=[N+]([O-])c1ccccc1/C=C/c1ccc2ccccc2n1
  ? | 1% | ·
> Cc1ccc(CN(c2ccc(C(=O)N3CCOCC3)cc2)S(C)(=O)=O)cc1
  -23% | -2% | 1%
> Cc1cc(NC(=O)CSc2nc3c(sc4ccccc43)c(=O)n2CCCN2CCOCC2)n[nH]1
  ? | -2% | -3%
> COc1ccc(NC(=O)CSc2c(C)nn(-c3nnc(C)c(=O)[nH]3)c2C)cc1
  4% | 1% | 6%
> CCCOc1ccc(N2CC(C(=O)Nc3ccc(N4CCOCC4)cc3)CC2=O)cc1 (centres undefined)
  -2% | -4% | -7%
> O=C(Nc1ccc(N2CCCC2)cc1)c1cc([N+](=O)[O-])ccc1N1CCOCC1
  23µM* | -13% | 10%[56.1 µM]
> COc1ccc(S(=O)(=O)Nc2ccc(S(=O)(=O)N3CCCCC3)cc2)cc1OC
  -18% | -13% | 5%

Results follow in this order: TDP1 cell noCPT | KAT2A inh | TDP1 inh
> COc1cc(/C=N\NC(=O)c2ccc(-c3ccccc3)cc2)cc(OC)c1O
  -25% | -7% | 3%
> COCCNC(=O)/C(C#N)=C/c1cccs1
  5% | 0% | 0%
> O=S(=O)(NCc1ccccc1Cl)c1ccc(-n2cnnn2)cc1
  9% | -6% | ·
> C/C(CC(=O)Nc1ccc(N(C)C)cc1)=N\NC(=O)c1ccncc1
  0% | 2% | 0%
> COc1cccc(N(CC(=O)N2CCOCC2)S(C)(=O)=O)c1
  -6% | -20% | ·
> CCCCc1nc(NCCN2CCOCC2)c(C#N)c2c1COC(C)(C)C2
  ? | -1% | 7%
> Cc1onc(-c2ccccc2)c1C(=O)Nc1nc(-c2ccccc2)cs1
  ? | -5% | 4%
> CCOC(=O)C1CCN(Cc2nc3ccc([N+](=O)[O-])cc3c(=O)n2-c2ccc(OC)cc2OC)CC1
  ? | -7% | 6%
> CC12CCC(C1)C(C)(C)C2=O (centres undefined)
  -1% | 6% | 2%
> COc1ccccc1CNC(=O)COC(=O)CCN=C1NS(=O)(=O)c2ccccc21
  6% | -7% | 1%
> CCCn1c(SCC(=O)N2CCc3ccccc32)nnc1-c1ccco1
  -29% | 0% | 0%
> COc1ccc(-c2cc(C(=O)N/N=C/c3ccc4c(c3)OCO4)c3ccccc3n2)c(OC)c1
  1.8µM* | -12% | 6%
> Cc1cc(=O)[nH]c(SCC(=O)NN(c2ccccc2)c2ccccc2)n1
  -1% | -11% | 1%
> COc1ccc(C(C(=O)NCC2CCCO2)N(C(=O)CNC(=O)c2ccco2)c2ccc(C)c(C)c2)cc1OC (centres undefined)
  -5% | 1% | ·
> COc1ccccc1CCNC(=O)CSc1ccc(-c2cccs2)nn1
  -21% | -11% | -1%
> CC(=O)c1cccc(NC(=O)COC(=O)CC2CC3CCC2C3)c1 (centres undefined)
  -23% | -3% | 1%
> COCCOC(=O)c1c(C)n(S(=O)(=O)c2ccc(C)cc2)c2ccc(NS(=O)(=O)c3ccc(C)cc3)cc12
  ? | -2% | ·
> Cc1cc(Cl)ccc1NC(=S)NCC(C)C
  29µM* | 3% | 4%
> O=C(O)C(Cc1ccccc1)N1C(=O)C2CCCCC2C1=O (centres undefined)
  0% | -4% | 0%
> CCO[C@@H]1OC(C(=O)N2CCN(Cc3ccccc3)CC2)=C[C@H](c2ccc(C(F)(F)F)cc2)[C@H]1CCCO
  ? | -1% | 5%

Results follow in this order: TDP1 cell noCPT | KAT2A inh | TDP1 inh
> CC(C)C(=O)Nc1cccc(C(=O)Nc2nnc(C(C)C)s2)c1
  -25% | -4% | 2%
> CN(C)c1ccc(NC(=O)C(=O)C2C(=O)Nc3ccccc32)cc1 (centres undefined)
  -22% | 2% | 1%
> NC(=O)C1CCN(c2nc(-c3cc4ccccc4o3)cs2)CC1
  · | -10%&0% | 4%
> COc1cc(Cl)c(C)cc1NC(=O)CC1SC(N2CCOCC2)=NC1=O (centres undefined)
  9% | -4% | 1%

Reprinted at random: 4 records from the list, in no set order.
Results follow in this order: TDP1 cell noCPT | KAT2A inh | TDP1 inh
> Cc1ccccc1OC(C)C(=O)N1CCC(Cc2ccccc2)CC1 (centres undefined)
  ? | -2% | 1%
> O=C(O)c1ccccc1NC1CCCCC1NS(=O)(=O)c1ccccc1 (centres undefined)
  11% | ? | ·
> COc1ccccc1CCNC(=O)CSc1ccc(-c2cccs2)nn1
  -21% | -11% | -1%
> CC(Oc1ccc(Cl)cc1Cl)c1nc(-c2ccccn2)no1 (centres undefined)
  ? | -5% | 0%

Source: PubChem
